HRas wt GTP bind – changes GTP binding to wildtype human HRas; P01112; GST-Ras wt beads, Bodipy-FL-GTP binding, flow cytometry; actives lie on both sides; GTP binding activity, % at 10 µM; 0.14% of 190,000 active; AID 759;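 active means GTP binding activity at least 20% away from the 100% baseline, either lowered as inhibitor or raised as activator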;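 further: 0% = unlabeled GTP competition control and 100% = no-compound control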
Rac1 act GTP bind – human Rac1 activated mutant GTP binding change; percent activity (GTP binding), % at 10 µM; 0.11% of 190,000 active; GST-Rac1 activated beads, fluorescent GTP binding, flow cytometry; actives lie on both sides; 100% means binding = to untreated wells;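 active means GTP binding at least 20 percentage points away from the 100% baseline, in either direction, so actives lie on both sides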
ABCG2 block – blocks JC-1 efflux by human ABCG2 transporter; 0.1% of 190,000 active; Q9UNQ0; AID 1325; IgMXP3 cells, flow cytometry; inhibition, % at 6.6 µM;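 active means inhibition above 80%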;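 further: 0% = DMSO and 100% = nicardipine control wells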
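Times: 10 min at 25 °C | Test system: Two drug-resistant human cell lines, ABCG2 and ABCB1 | Quantity: 3 million cells/mL final, two lines in 1:1 ratio | Signal: Flow cytometry, 530 nm JC-1 signal | Dosing: Compound at 6.6 µM | Controls: Nicardipine and DMSO wells | Reagent: JC-1 as fluorescent efflux pump substrate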
Rac1 wt modul – alters GTP binding to wildtype human Rac1; P63000; GST-Rac1 beads, fluorescent GTP binding, flow cytometry; actives lie on both sides; 0 = cold GTP competed, 100 = untreated; GTP binding activity (% of control), % at 10 µM; 0.27% of 190,000 active; AID 757;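 active means GTP binding activity at least 20 points away from the 100% control level, either lower or higher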
Avidin fluor – avidin bead compound fluorescence profile; Avidin beads, compound fluorescence 488/530 nm, flow cytometry; active compounds read high; fluorescence (KMESF) at 10 µM; 0.38% of 220,000 active; AID 1775; in the data active means fluorescence above about 47; further: inactives centre near 10
Rab2A wt mod – changes GTP binding to wildtype dog Rab2A, up or down | P61105 | GST-Rab2 wt beads, Bodipy-GTP binding, flow cytometry | GTP binding activity, % at 10 µM | 0.19% of 190,000 active;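 active means GTP binding activity at least 20 points away from 100%, either lowered or raised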;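 further: 0% = beads with excess unlabeled GTP and 100% = no-compound control corrected for plate trend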
ABCB1 block – blocks JC-1 efflux by human ABCB1 transporter | P08183 | CCRF-Adr cells, flow cytometry | inhibition, % at 6.6 µM | 0.067% of 190,000 active | AID 1326; in the data active means inhibition above about 40%;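 further: 0% = vehicle and 100% = reference inhibitor; higher value means more JC-1 retained so stronger ABCB1 efflux block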
Rab7 wt modul – dog Rab7 wildtype GTP binding, inhibitors and activators; GST-Rab7 beads, fluorescent GTP binding, flow cytometry; actives lie on both sides; untreated = 100%, excess cold GTP = 0%; GTP binding activity (percent of control), % at 10 µM; 0.055% of 190,000 active;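 active means fluorescent GTP binding to Rab7 beads changed by at least 20 points from the 100% baseline, either direction, mostly lower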;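 further: median green fluorescence of bound Bodipy-FL-GTP per Rab7 bead population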
Pf gamet viab – inhibitors of late stage P. falciparum gametocyte viability; 0.065% of 150,000 active; inhibition, % at 10.9 µM; P. falciparum stage V gametocytes, ATP luminescence, 24 h; AID 743093;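 active means inhibition above the mean plus 3 SD of compounds within the control limits, set per campaign, cut at about 38% in these data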;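 further: 0% = DMSO wells and 100% = medium only without gametocytes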
Cdc42 wt – human Cdc42 wildtype GTP binding change, either direction; P60953; GST-Cdc42 beads, Bodipy-GTP binding, flow cytometry; actives lie on both sides; percent activity (GTP binding), % at 10 µM; 0.2% of 190,000 active; AID 761;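 active means percent activity GTP binding at least 20 points away from the 100% baseline, either down as inhibitor or up as activator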;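 further: median bead fluorescence of bound Bodipy-FL-GTP at 100 nM; 0% = excess unlabeled GTP control and 100% = no compound control; below 100% means less GTP binding so inhibitor and above means activator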
Target sequence (P60953 whole entry, looked up): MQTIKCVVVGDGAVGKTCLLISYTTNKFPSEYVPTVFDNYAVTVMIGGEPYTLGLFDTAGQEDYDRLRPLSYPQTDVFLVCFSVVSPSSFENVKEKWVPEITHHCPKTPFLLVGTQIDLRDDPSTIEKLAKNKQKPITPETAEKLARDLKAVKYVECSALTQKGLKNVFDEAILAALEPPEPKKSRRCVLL
Mcl1 Noxa PPI – Mcl-1/Noxa interaction inhibition. Q07820. TR-FRET Mcl-1/Noxa peptide binding, 2 h. inhibition, % at 21.7 µM. 1.5% of 220,000 active. AID 1022;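 active means compounds that cut the protein-peptide binding signal by more than 50% relative to plate controls in a single-dose test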;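 further: His-tagged Mcl-1 with rhodamine Noxa BH3 peptide and terbium anti-His antibody; 0% = Mcl-1 plus Noxa peptide wells and 100% = peptide-only wells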
Target sequence (Q07820 whole entry, looked up): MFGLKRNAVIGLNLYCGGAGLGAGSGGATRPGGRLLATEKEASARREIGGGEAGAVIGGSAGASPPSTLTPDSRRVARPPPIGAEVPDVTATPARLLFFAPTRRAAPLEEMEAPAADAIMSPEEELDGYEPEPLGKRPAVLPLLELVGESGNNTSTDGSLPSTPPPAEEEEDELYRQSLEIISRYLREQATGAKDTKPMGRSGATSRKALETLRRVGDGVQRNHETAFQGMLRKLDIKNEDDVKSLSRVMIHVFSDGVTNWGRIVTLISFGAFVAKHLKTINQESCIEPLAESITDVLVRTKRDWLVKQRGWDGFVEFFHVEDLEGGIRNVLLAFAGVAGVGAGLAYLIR
Starred values were filed as active, the others as inactive; x = not tested or not shown. Some of the compounds tested; the hit share may differ from the screen's.

SMILES | HRas wt GTP bind | Rac1 act GTP bind | ABCG2 block | Rac1 wt modul | Avidin fluor | Rab2A wt mod | ABCB1 block | Rab7 wt modul | Pf gamet viab | Cdc42 wt | Mcl1 Noxa PPI
CC(=O)N1CCC(N2CCCC(C(=O)c3cccc(Cl)c3)C2)CC1 (stereo not given) | 93.0 | 98.0 | 1.7 | 95.0 | 9 | 96.0 | 0.5 | 92.0 | x | 96.0 | -7.5
Cc1cccc(OCC(=O)N2CCN(Cc3ccncc3)CC2)c1 | 98.0 | 97.0 | 2.9 | 102.0 | 29 | 98.0 | 0.6 | 99.0 | x | 97.0 | -48.5
CNCC1(c2ccccc2)CCCC1 | 101.0 | 98.0 | -5.6 | 100.0 | 12 | 101.0 | -5.4 | 100.0 | x | 101.0 | 15.8
Cc1ccc2c(c1)CC1(CN2C)C(=O)NC(=O)N(CCC2=CCCCC2)C1=O (stereo not given) | 101.0 | 98.0 | 4.2 | 103.0 | 13 | 100.0 | 0.1 | 102.0 | -2.1 | 98.0 | 6.4
CCN(CC)c1ccc(N=Cc2c(O)n(-c3ccc(Cl)cc3)c(=O)[nH]c2=O)cc1 | 101.0 | 99.0 | 0.0 | 101.0 | 32 | 101.0 | -0.1 | 100.0 | -8.4 | 102.0 | 12.5
c1ccc2sc(C3CCCNC3)nc2c1 (stereo not given) | 100.0 | 98.0 | 0.8 | 101.0 | 18 | 99.0 | 0.3 | 102.0 | x | 101.0 | 2.7
Fc1ccc(CCNCc2ccc(Cl)c(Cl)c2)cc1 | 99.0 | 101.0 | -0.3 | 97.0 | 16 | 101.0 | -0.1 | 103.0 | 2.5 | 97.0 | 13.9
Cc1cccc(CN2CCN(c3ccc(Cl)cc3)CC2)c1 | 99.0 | 95.0 | 0.4 | 99.0 | 9 | 99.0 | 0.6 | 106.0 | x | 96.0 | 23.4
Cc1sc(-n2c(C)cc(C=C3C(=O)NC(=O)NC3=O)c2C)c(C#N)c1C | 85.0 | 78.0* | -0.3 | 79.0* | 4 | 82.0 | -0.4 | 89.0 | -6.4 | 81.0 | 14.6
Cc1ccc(CN(Cc2ccccc2)C(=S)NCC(=O)N2CCC3(CC2)OCCO3)o1 | 97.0 | 97.0 | 2.0 | 103.0 | 17 | 98.0 | 1.7 | 96.0 | 8.1 | 103.0 | -0.4
CN1CN=C(N[N+](=O)[O-])N(Cc2ccco2)C1 | 103.0 | 100.0 | 0.2 | 105.0 | 2 | 97.0 | 0.2 | 104.0 | x | 101.0 | 1.4
CCCC/C(=N/O)c1c(C)[nH]c2ccccc12 | 97.0 | 98.0 | -0.4 | 97.0 | 10 | 99.0 | -0.1 | 103.0 | x | 97.0 | 1.2
c1ccc2c(CCNC3CCCCC3)c[nH]c2c1 | 97.0 | 95.0 | 0.1 | 96.0 | 9 | 98.0 | 0.6 | 106.0 | x | 97.0 | -4.8

Two compounds drawn at random from the list so far, as already listed:
SMILES | HRas wt GTP bind | Rac1 act GTP bind | ABCG2 block | Rac1 wt modul | Avidin fluor | Rab2A wt mod | ABCB1 block | Rab7 wt modul | Pf gamet viab | Cdc42 wt | Mcl1 Noxa PPI
Fc1ccc(CCNCc2ccc(Cl)c(Cl)c2)cc1 | 99.0 | 101.0 | -0.3 | 97.0 | 16 | 101.0 | -0.1 | 103.0 | 2.5 | 97.0 | 13.9
Cc1ccc2c(c1)CC1(CN2C)C(=O)NC(=O)N(CCC2=CCCCC2)C1=O (stereo not given) | 101.0 | 98.0 | 4.2 | 103.0 | 13 | 100.0 | 0.1 | 102.0 | -2.1 | 98.0 | 6.4

Among those listed so far, these have a halogen:
SMILES | HRas wt GTP bind | Rac1 act GTP bind | ABCG2 block | Rac1 wt modul | Avidin fluor | Rab2A wt mod | ABCB1 block | Rab7 wt modul | Pf gamet viab | Cdc42 wt | Mcl1 Noxa PPI
CC(=O)N1CCC(N2CCCC(C(=O)c3cccc(Cl)c3)C2)CC1 (stereo not given) | 93.0 | 98.0 | 1.7 | 95.0 | 9 | 96.0 | 0.5 | 92.0 | x | 96.0 | -7.5
CCN(CC)c1ccc(N=Cc2c(O)n(-c3ccc(Cl)cc3)c(=O)[nH]c2=O)cc1 | 101.0 | 99.0 | 0.0 | 101.0 | 32 | 101.0 | -0.1 | 100.0 | -8.4 | 102.0 | 12.5
Fc1ccc(CCNCc2ccc(Cl)c(Cl)c2)cc1 | 99.0 | 101.0 | -0.3 | 97.0 | 16 | 101.0 | -0.1 | 103.0 | 2.5 | 97.0 | 13.9
Cc1cccc(CN2CCN(c3ccc(Cl)cc3)CC2)c1 | 99.0 | 95.0 | 0.4 | 99.0 | 9 | 99.0 | 0.6 | 106.0 | x | 96.0 | 23.4

Assay outcomes deposited in PubChem by several laboratories.
